Screening data deposited in PubChem by National Center for Advancing Translational Sciences (NCATS).
TGFb SMAD3 inh: TGF-b pathway inhibition | Potency, µM (titrated, usually from 46.1 µM), for inactives: top-dose activity, negative = inhibition, most hits filed as inhibitors | HepG2 CAGA-GFP TGF-b/SMAD3 reporter, GFP fluorescence, 18 h; TGF-beta stimulated, 500 pg/mL final | 410,000 compounds, 1.2% hits | AID 588855; note: potency is the fitted concentration of half-maximal effect; % is set by controls: 0 for no effect and ±100 for the full control effect; nearly all actives have a fitted effect of over 65% in size
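Inhibition of TGF-beta-driven CAGA-GFP reporter expression in HEPG2 cells is measured by cellular GFP fluorescence after 18 h stimulation with 500 pg/mL recombinant TGF-beta in 1% FBS medium at 37 degrees C.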
pAkt inh: Akt phosphorylation inhibition; Neuro2A IGF-stimulated pAkt S473 HTRF, 20 min; active compounds read low; activity change, % for hits at 50 µM; 360,000 compounds, 0.32% hits; in the data active = activity change below about -80%; inconclusive = mostly about -51% to -80%; note: % is set by controls: 0 for no effect and ±100 for the full control effect
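Neuro2A cells in DMEM with 0.5% FBS, overnight at 37 deg C, given compound at single 50 µM final, then IGF (6 nM final) for 20 min at 37 deg C. Lysed; phospho-Akt Ser473 by HTRF after 24 h, 665/615 ratio.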
HepG2 viability: counter-screen for TGF-b inhibitors: cytotoxicity in HepG2 cells; Potency, µM (doses to about 46.1 µM), for the others: at the top dose activity change, negative = cytotoxicity, most hits filed as cytotoxic; HepG2 CAGA-GFP viability, ATP luminescence, 18 h; 410,000 compounds, 0.76% hits; note: potency is the fitted concentration of half-maximal effect; some results filed as inactive show a strong effect at the top dose
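CellTiter-Glo luminescence gave cytotoxicity after 18 hours at 37 degrees C. The cells were HepG2 CAGA-GFP in 1% FBS DMEM, stimulated with 500 pg/mL TGF-beta after compound addition. %Activity was normalised to no-cell wells (complete cell-killing) and DMSO (no toxicity), and curves were fitted and classified.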
Nrf2 activator: Nrf2 pathway activation | AREc32 ARE-luciferase reporter (MCF7-derived line), luminescence, 24 h | Potency, µM (series often up to 46.1 µM), for the others: at the top dose activation, hits mostly activators | 410,000 compounds, 0.31% hits | AID 624171; note: potency is the fitted concentration of half-maximal effect; % of control where 0% means no effect; nearly all actives have a fitted effect of over 65% in size
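ARE-driven firefly luciferase activity in AREc32 cells measured after a 24 hr compound exposure at 37 deg C, using Steady-Glo reagent and a 30 min room-temperature hold.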
MmCpn inh: blocks the Methanococcus maripaludis chaperonin Mm-Cpn. purified Mm-Cpn ATPase, ADP Transcreener TR-FRET. Potency, µM (doses to about 76.9 µM), for the others: at the top dose activity, negative = inhibition, hits mostly inhibitors. 330,000 compounds, 0.031% hits. AID 504842; note: potency is the fitted concentration of half-maximal effect; % is set by controls: 0 for no effect and ±100 for the full control effect; nearly all actives have a fitted effect of over 80% in size
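Inhibition of chaperonin ATP hydrolysis is measured as reduced ADP production, detected by competitive TR-FRET in which signal falls with ADP. Final enzyme 25 nM and ATP 10 uM, reacted 30 min at 37°C.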
A549 viability: A549 cytotoxicity, counter-screen for Nrf2 inhibitors. A549 ARE-Fluc cells, CellTiter-Fluor viability, 18-24 h. 390,000 compounds, 0.16% hits. Potency, µM (top dose mostly 46 µM), for inactives: at the highest dose activity change, negative = cytotoxicity, hits mostly inhibitors; note: potency is the fitted concentration of half-maximal effect; % is set by controls: 0 for no effect and ±100 for the full control effect
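A549 ARE-Fluc cells in 5% FBS OPTI-MEM, 5000 cells/well, rested 2 h then exposed to compounds in concentration-response for 18-24 h at 37 °C. Viability by CellTiter-Fluor fluorescence (Ex 405/Em 525) after 30 min; luciferase luminescence (BugLite, 15 min, RT) read afterwards.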
Nrf2 inh: Nrf2 pathway inhibition; A549 ARE-Fluc reporter, luciferase luminescence, 18-24 h; Potency, µM (titrated, usually from 46 µM), for inactives: at the highest dose activity change, negative = inhibition, hits mostly inhibitors; 360,000 compounds, 2.1% hits; AID 504444; note: potency is the fitted concentration of half-maximal effect; % is set by controls: 0 for no effect and ±100 for the full control effect; nearly all actives have a fitted effect of over 60% in size
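Reporter: ARE-Fluc in A549. Exposure: 18-24 h, 37 °C, 5% CO2, 5% FBS OPTI-MEM. Readouts: fluorescent cytotoxicity (CellTiter-Fluor), then luminescent Nrf2 signal after BugLite.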
CCT chaperon mod: cytosolic chaperonin activity modulation; activity change, % (no concentration beside the values), hits read low; purified chaperonin ATPase assay, HTRF ADP detection, 30 min; 360,000 compounds, 0.3% hits; AID 651819; in the data active = activity change below about -30%; note: % is set by controls: 0 for no effect and ±100 for the full control effect
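Enzyme 40 or 20 nM (batch-dependent) in Tris pH 7.4/KCl/MgCl2/DTT; cpd 76 uM single point; ATP 10 uM; 30 min 37 °C; Transcreener ADP HTRF detection, 30 min RT; ratio 665/615.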
ATXN viability: viability counter-screen for ATXN expression inhibitors | AID 651635 | 400,000 compounds, 0.49% hits | Potency, µM (titrated, usually from 56.7 µM), usual class: cytotoxic | S2 cells (HEK-293 line with an ATXN2-luciferase reporter) viability, CellTiter-Fluor protease fluorescence, 24 h; note: potency is the fitted concentration of half-maximal effect; nearly all actives have a fitted effect of over 40% in size
The depositor's hits bear a star; i = inactive; ? = inconclusive; . = no result given; & = joins results of further samples; [ ] = another dose, or the depositor's remark. Unless noted, calls come from the whole dose curve; as a rule, active = well fitted curve in the direction sought with a large enough effect; inconclusive = small, poorly fitted or top-dose-only effect, or another doubt; inactive = no such curve, though single readings can be large; an effect the other way counts as inactive or inconclusive.

cpd	SMILES	ATXN viability	HepG2 viability	CCT chaperon mod	MmCpn inh	A549 viability	TGFb SMAD3 inh	pAkt inh	Nrf2 activator	Nrf2 inh
1	CC12CCC(C(=O)NNc3ccc([N+](=O)[O-])cc3)(OC1=O)C2(C)C (centres undefined)	i	2%	1.0	0%	-6%	7%	i	-0.9%	-3%
2	CC1CCN(C(=O)Nc2ccc3nc(-c4ccco4)c(-c4ccco4)nc3c2)CC1	.	-3%	.	.	-12%	?	.	.	?
3	COc1ccc(C(=O)CNc2ccc3ccccc3c2)cc1	i	16%	1.0	0%	-4%	52%[activator]	i	9.9%	?
4	COc1ccc(N2C(=O)CC(N3CCOCC3)C2=O)cc1 (centres undefined)	i	2%	-2.9	2%	-2%	4%	-110%*	-0.9%	.
5	CC(C)(C)[C@@H]1CCC(=O)N(CC[C@H](Sc2ccccc2)c2ccccc2)CC1	i	-60%&-87%	1.6	-2%	0%	?	i	7.5%	?
6	C/C(=N\NS(=O)(=O)c1ccccc1)c1ccccc1	?	4%	-1.0	-5%	0%	2%	i	-0.6%	5%
7	Cc1ccc2nc(-c3ccccc3)c(Cc3ccccn3)n2c1	i	-30%	-3.0	.	.	-7%	i	8.9%	.
8	COc1cc(C=Nc2ccccc2C(=O)Nc2ccccc2)cc(OC)c1OC	i	-45%	0.0	-2%	13%	29%	i	0.2%	-5%
9	COc1cc(C(CC(=O)O)n2cnnn2)ccc1OC(C)C (centres undefined)	i	7%	1.4	-1%	3%	8%	i	0.2%	6%
10	O=C(CSCCO)Nc1ccc(C23CC4CC(CC(C4)C2)C3)cc1	i	-3%	-1.0	0%	1%	-5%	i	-0.1%	9%
11	COc1ccc2c(c1)-c1nc(NC(=O)c3ccccc3F)sc1CC2	.	-31%	.	.	2%	?	.	10%	1%
12	CCc1cccc(NC(=O)c2cccc(S(=O)(=O)N3CCN(C)CC3)c2)c1	i	-25%	-0.4	-1%	-1%	-19%	i	-0.7%	1%
13	COc1ccc(-c2cc(=O)c3c(O)c(OC)c(O)cc3o2)cc1	?	-18%	0.4	.	1%	-9%	i	-1.3%	0%
14	CC(=O)c1sc(NC(=O)CN2C(=O)NC3(CCCC3)C2=O)nc1-c1ccccc1	i	15%	-0.3	-4%	1%	-8%	i	2.3%	-5%
15	CN(C)c1ccc(NC(=O)c2ccc(N3CCOCC3)nc2)cc1	i	-6%	2.8	-8%	-1%	-1%	i	0.3%	10%
16	COP(=O)(OC)C(Nc1cc(Cl)cc(Cl)c1)c1cccc(O)c1 (centres undefined)	i	-46%	-3.2	0%	1%	?	i	4.6%	1%
17	C/C(N)=C(/C#N)C(=O)COC(=O)c1oc2ccccc2c1COC(C)C	i	3%	-1.8	1%	4%	-9%	i	0.9%	0%
18	CC(C)NC(=O)N(C)C[C@H]1Oc2ncc(Br)cc2C(=O)N([C@H](C)CO)C[C@@H]1C	i	0%	-1.1	.	.	1%	i	2.4%	.
19	COc1ccc(Cn2c(C)nc3oc4cc(OC)ccc4c(=O)c3c2=O)cc1	i	3%	-2.5	-11%	2%	-7%	i	3.0%	?
20	CN(Cc1ccccc1)C(=O)c1nc[nH]c1C(=O)N1CCN(c2ccccc2)CC1	i	0%	-0.4	-1%	0%	2%	i	0.1%	-9%
21	C=CCNC(=O)C(C)N1c2cccc3cccc(c23)S1(=O)=O (centres undefined)	i	9%	-13	1%	0%	-19%	i	13%	4%
22	CC1CCN(CC(=O)Nc2ccccc2Sc2ccccc2)CC1	i	12%	-1.4	0%	20%	0%	i	0.2%	-18%
23	O=C(CSC(=S)N1CCCC1)N1CCN(S(=O)(=O)c2cccc([N+](=O)[O-])c2)CC1	i	-28%	-1.2	0%	2%	-9%	i	-0.1%	-3%
24	O=C(CN1CCN(CCO)CC1)Nc1ccccc1	?	4%	-1.9	0%	-4%	35%[activator]	i	-0.1%	-6%
25	CCOc1cccc(=O)c2c(C)n(Cc3ccccc3)c(C)c12	?	-12%	-1.5	0%	-2%	-17%	i	-0.2%	2%
26	COc1cc2c(cc1OC)[C@@H](NC(=O)CCc1ccccc1)[C@H](O)C2	i	3%	-1.4	0%	3%	-4%	i	0.4%	-4%
27	Cc1ccnc(Nc2nc(-c3ccc(O)cc3)cs2)c1	i	-30%	-2.5	-2%	-10%	-25%	i	11%	2%
28	CCOC(=O)c1c(NC(C)=O)sc2c1CCN(Cc1ccccc1)C2	i	-7%	-0.9	1%	7%	1%	i	0.8%	13%
29	NC(Cc1ccc(C(F)(F)F)cc1)c1csc(NC(=O)Nc2ccccc2)n1 (centres undefined)	.	16µM*	1.3	.	.	?	i	-3.9%	.
30	c1csc(-c2nc(-c3ccncc3)no2)c1	i	-24%	-1.8	2%	-5%[1.84 µM]	-11%	i	20%	?
31	Cc1cc(NC(=O)c2cc(-c3ccc(Cl)cc3)on2)n(-c2ccccc2)n1	i	-2%	.	.	-10%	-7%	.	-0.9%	-11%
32	Cc1ccc(S(=O)(=O)NCCSc2nnnn2-c2ccccc2)cc1	i	-24%&-11%	1.9	2%	-7%&11%	0%&-3%	i	0.9%&0.1%	1%&12%
33	S=c1[nH]nc(-c2ccccc2)c2ccccc12	i	2%	-0.7	-6%	-4%	2%	i	2.6%	?
34	CCc1nnc(SCC(=O)Nc2ccc3c(c2)OCO3)o1	i	1%	-3.0	2%	-9%	-1%	i	0.0%	-4%
35	Cc1ccc(C(C(=O)Nc2ccc3c(c2)OCO3)N(C)C(=O)/C=C\c2ccc3c(c2)OCO3)cc1 (centres undefined)	i	-18%	-2.8	-2%	-2%	-14%	i	0.4%	-11%
36	CN(C(=S)NC(=O)Cc1ccccc1)c1ccccc1	i	-55%	0.6	-3%	-3%	?	i	25%	?
37	O=C(CSc1nc(-c2ccccc2)c2ccccc2n1)Nc1ccc(F)cc1	.	-2%	.	.	0%	-4%	.	-0.6%	-13%
38	C=CCOc1ccc(C(=O)/C=C2/C(=O)Nc3ccccc32)cc1	i	-39%	-45*	-2%	5%	0%	i	11%	-22%
39	Cc1cc(=O)n(CC(=O)N2CCN(c3ccccc3F)CC2)c2c1c(C)nn2C	.	-32%	.	.	-6%	-30%	.	0.5%	8.2µM*
40	C[C@@H](/C=C/c1ccc2ccccc2c1)C1COC(=O)C[C@H]1O (some centres undefined)	.	3%	.	.	0%	-2%	.	.	-5%
41	OC[C@H]1O[C@@H](c2nc(-c3nc(-c4ccc(F)cc4)no3)cs2)[C@H](O)[C@@H](O)[C@H]1O	i	3%	1.0	.	.	5%	i	9.9%	.
42	CC(C)(O)C#Cc1ccc(CN2CCN(Cc3ccccc3)C(CCO)C2)s1 (centres undefined)	i	-14%	0.0	2%	-4%	-13%	i	4.9%	-19%
43	CC(C)(C)C(=O)NC(NC(=O)C(C)(C)C)c1ccc([N+](=O)[O-])cc1	i	5%	2.6	0%	-12%	4%	i	-0.4%	5%
44	O=C(N/N=C/c1ccc(-c2cccc([N+](=O)[O-])c2)o1)c1ccc([N+](=O)[O-])cc1	i	15%	-2.2	1%	0%	5%	i	-0.1%	-8%
45	CCOc1ccc(N(CC(=O)NCCc2ccccc2)C(=O)CCC(=O)Nc2nccs2)cc1	i	8%	-0.8	-1%	1%	0%	i	0.2%	5%
46	CCn1c(Nc2ccccc2Cl)nc2ccccc21	i	-1%	-4.6	0%	0%	17%	i	-0.1%	?
47	CCOc1cccc(NC(=O)c2sc3nc(-c4ccc(F)cc4)ccc3c2N)c1	.	-19%	.	.	9%	1%	.	3.9%	?
48	C=C1CCN([C@@H](C)C(=O)NCCCCCC)S(=O)(=O)c2ccccc21	i	2%	-1.0	2%	8%	-5%	i	0.1%	-11%
49	CCCCN(CC)CCCn1cnc2c([nH]c3ccc(Cl)cc32)c1=O	i	-21%	.	.	5%	27%	.	0.3%	-4%
50	Cc1ccc(NC(=O)Nc2c(C)n(C)n(-c3ccccc3)c2=O)cc1	?	1%	-1.7	-2%	-2%	7%	i	0.3%	-3%
51	O=C(O)c1cc(-c2ccccc2Cl)n(-c2ccccc2)n1	i	15%	-1.3	0%	-6%	0%	i	-0.3%	-22%
52	CCOC(=O)N1CCC2CC1c1cc(Cl)ccc12 (centres undefined)	i	2%	-4.3	.	-1%	11%	i	-0.4%	12%
53	O=C(COC(=O)c1ccc(Br)o1)NCC1CCCO1 (centres undefined)	i	-4%	-4.9	-1%	0%	8%	i	-0.4%	1%
54	O=C(c1ccc(Cl)cc1)C1CCN(C(=O)c2ccccc2)CC1	i	-12%	-2.0	-2%	-21%	-30%	i	-0.1%	?
55	COCCN1C(=O)N[C@@H](c2ccccc2)[C@@H](C(=O)OC)[C@H]1C	i	-6%	-0.7	.	6%	9%	i	-0.8%	2%
56	Cc1ccc(-c2cc(-c3ccc4c(c3)NC(=O)CO4)nc3c2COc2ccccc2-3)cc1	i	4%	.	.	-1%	13%	.	3.2%	?
57	O=C(CSc1nc2[nH]ncc2c(=O)n1-c1ccccc1)c1ccc2c(c1)OCCO2	i	-21%	-1.9	0%	-4%	4%	i	0.3%	7%
58	CCCCN(C)C(=O)C1CCCN(S(=O)(=O)c2ccc3c(c2)CC(C)N3C(=O)C2CC2)C1 (centres undefined)	i	-5%	-1.1	-4%	3%	-30%	i	-0.1%	?
59	Cc1cccc(OCc2nnc(SCC(=O)OC3CCCCC3)o2)c1	i	-1%	-3.4	-2%	7%	10%	i	-0.7%	0%
